aDG glyco act = alpha-DG glycosylation activation | Pro5-aDG cells, alpha-DG glycosylation AlphaScreen (IIH6); 0% Pro5, 100% B10-LARGE cell signal | activation, % at 10 µM | 360,000 compounds, 0.22% hits | AID 624168;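 active = activation of at least 8% versus controls, or a plate z-score of at least 8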;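 note: Pro5 are CHO cells carrying HIG-tagged alpha-DG that lacks glycosylation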
N-glyco inh = N-linked glycosylation inhibition; D54 ERlucT glycosylation luciferase reporter, 24 h; percent of 100 nM tunicamycin response; reporter increase, % at 12.5 µM; 360,000 compounds, 0.23% hits;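 active = mean luciferase reporter signal, scaled so untreated is 0 and the glycosylation-blocking control 100, at or above a set limit in every replicate; inconclusive = mean reaches the limit but not every replicate does; inactive = mean below the limit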;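 note: luciferase carries N-glycosylation sites so blocking glycosylation raises the light; 0% = median of neutral control wells and 100% = median of 100 nM tunicamycin wells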
MC4R antagonist = blocks human MC4R cAMP signaling | MC4R-expressing cells, MTII-stimulated cAMP, LANCE TR-FRET | inhibition, % at 6.5 µM | 360,000 compounds, 0.48% hits | P32245;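 active = inhibition above its plate's cutoff, the mean of tested wells on that plate plus 3 SD, cut at about 29% in these data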;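 note: 0% = Melanotan II alone and 100% = Melanotan II plus saturating MCL0020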
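System: U2OS-MC4R stable cell line; Technique: Eu-cAMP/anti-cAMP TR-FRET, emission 671 nm; Repeats: single well per compound; Also added: Melanotan II; Dosing: one concentration, 6.5 µM nominal; Schedule: 30-min compound, 1-h challenge, 1-h detection, room temperature.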
NOD2-RIPK2 inh = blocks binding of human NOD2 to RIPK2. AID 624267. 360,000 compounds, 0.38% hits. CHO BLA complementation NOD2-RIPK2, CCF4 ratio. O43353. inhibition, % at 4.98 µM; in the data active = inhibition above about 21%;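 note: 0% = vehicle only and 100% = reference blocker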
Exocytosis inh = blocks lytic granule exocytosis. TALL-104 LAMP-1 surface exposure, flow cytometry; cells stimulated with thapsigargin and PMA. inhibition, % at 10 µM. 360,000 compounds, 0.66% hits. AID 651702;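 active = inhibition above about 55%, limit read from the data; inconclusive = no clear call, values can overlap the other calls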
Vif inh = inhibitors of HIV Vif | HEK293T cells, Vif self-association by quenched fluorescence, imaging, 24 h | inhibition, % at 7.49 µM | 340,000 compounds, 0.35% hits | AID 602346; in the data active = inhibition above about 50%, passing the limit was not always enough; inconclusive = no clear call, values can overlap the other calls; inactive = below about 31%; note: some results filed as inactive read as strong as hits
ABCB6 inh 2 = human ABCB6 transporter inhibition. Q9NP58. K562-ABCB6 porphyrin accumulation, flow cytometry, 1 h; stronger effect = lower value. fluorescence ratio to DMSO, % at 10 µM. 360,000 compounds, 0.19% hits. AID 602162;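 active = fluorescence ratio to DMSO below 75%, the collection mean minus 3 SD; inconclusive = too few cells collected in the well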;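 note: signal is porphyrin accumulated inside mitochondria; 100% equals median channel fluorescence of DMSO control wells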
Target sequence (Q9NP58 whole entry, looked up): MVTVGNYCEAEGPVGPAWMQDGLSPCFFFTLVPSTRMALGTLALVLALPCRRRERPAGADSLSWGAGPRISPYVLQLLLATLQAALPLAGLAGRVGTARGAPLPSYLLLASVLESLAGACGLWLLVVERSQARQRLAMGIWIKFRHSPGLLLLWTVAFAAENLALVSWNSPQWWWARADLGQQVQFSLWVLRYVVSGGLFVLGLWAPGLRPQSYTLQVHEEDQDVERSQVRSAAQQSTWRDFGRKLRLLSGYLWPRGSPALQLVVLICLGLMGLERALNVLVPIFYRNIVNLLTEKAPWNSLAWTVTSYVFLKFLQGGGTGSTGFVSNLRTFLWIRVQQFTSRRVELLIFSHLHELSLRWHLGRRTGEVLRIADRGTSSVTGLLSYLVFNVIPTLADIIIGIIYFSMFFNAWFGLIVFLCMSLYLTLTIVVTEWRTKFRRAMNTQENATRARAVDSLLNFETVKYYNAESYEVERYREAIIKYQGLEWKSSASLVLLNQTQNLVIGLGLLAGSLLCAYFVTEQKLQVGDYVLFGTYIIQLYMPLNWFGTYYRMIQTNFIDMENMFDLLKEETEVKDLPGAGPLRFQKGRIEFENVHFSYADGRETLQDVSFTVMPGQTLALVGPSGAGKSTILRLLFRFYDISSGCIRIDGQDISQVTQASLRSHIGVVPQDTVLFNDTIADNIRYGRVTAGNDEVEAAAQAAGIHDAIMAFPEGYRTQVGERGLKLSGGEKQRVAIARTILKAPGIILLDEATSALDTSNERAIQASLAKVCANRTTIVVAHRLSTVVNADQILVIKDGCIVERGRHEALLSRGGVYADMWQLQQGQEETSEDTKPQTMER
ABHD5 PLIN5 PPI = blocks binding of human ABHD5 to perilipin-5 | Q00G26+Q8WTS1 | 360,000 compounds, 0.78% hits | Split G. princeps luciferase complementation, luminescence, 4 h | inhibition, % at 4 µM;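 active = inhibition above the mean inhibition across every tested compound plus 3 SD, cut at about 22% in these data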;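 note: 0% = DMSO only wells and the 100% control is not disclosed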
MC4R barr agon = agonists of human melanocortin 4 receptor (MC4R) beta-arrestin. P32245. U2OS MC4R beta-arrestin complementation, luminescence; percent of melanotan II response, DMSO zero. activation, % at 8.9 µM. 360,000 compounds, 0.98% hits. AID 540308;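 active = activation above a per-plate cutoff, the mean activation of sample wells on that plate plus 3 SD, cut at about 8% in these data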
TLR9-MyD88 inh = inhibitors of human TLR9-MyD88 binding | Q9NR96+Q99836 | CHO BLA complementation TLR9-MyD88, CCF4 FRET ratio | 340,000 compounds, 0.21% hits | inhibition, % at 4.98 µM;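 active = inhibition above the mean over all tested compounds plus 3 SD, cut at about 21% in these data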;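 note: 0% = DMSO only wells and 100% = clavulanate BLA inhibitor control wells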
An asterisk follows results filed as active; u = inconclusive; x = not tested or not shown. The list is partial; count on the stated rates, not on these rows.

compound,N-glyco inh,ABCB6 inh 2,MC4R antagonist,aDG glyco act,ABHD5 PLIN5 PPI,NOD2-RIPK2 inh,TLR9-MyD88 inh,Vif inh,MC4R barr agon,Exocytosis inh
O=C(CSc1cccc[n+]1[O-])NC(=O)c1ccc(OC(F)F)cc1,0,102,4,1.0,1,1,6,-7,-2.2,-4
O=C(CSc1ncccn1)n1c2c(c3ccccc31)CCCC2,0,93,5,0.1,-4,7,8,-2,-0.9,-1
COc1ccc(-c2cc(-c3nnc(COC(=O)c4ccc(O)cc4)o3)c3ccccc3n2)cc1OC,-7,94,22,-0.8,3,-2,x,0,-1.0,3
NCCNC(=O)c1c(NC(=O)c2ccccc2)sc2c1CCCC2,3,98,7,0.0,4,2,-9,3,3.4,20
CCOC(=O)C1=C(COC(=O)/C=C/c2cccc(OC)c2OC)NC(=O)NC1C (stereo unspecified),0,95,3,-0.3,-1,12,-16,3,1.7,0
Cc1ccc(N(C(=O)Cn2nnc(-c3ccc(F)cc3)n2)C(C(=O)NC(C)(C)C)c2ccncc2)cc1 (stereo unspecified),-2,100,6,0.0,4,-7,-6,0,0.2,5
CC(C)c1cc(C(=O)O)c2cnn(C(C)C)c2n1,2,98,0,0.0,2,-3,-7,-1,0.1,-4
COC(=O)C1=C(O)/C(=C\c2cc(C)n(-c3ccc(F)cc3)c2C)N=C1C,0,108,15,0.3,-4,-3,-3,0,3.7,-4
O=C1c2ccccc2C(c2nnnn2-c2ccc3c(c2)OCCO3)N1Cc1ccco1 (stereo unspecified),x,96,x,0.0,-1,4,x,x,x,-4
O=C(COC(=O)/C=C/c1cccc(F)c1)NC(=O)NCc1ccccc1,5,98,12,-0.1,-6,7,1,12,5.3,3
O=C(COC(=O)CNC(=O)c1ccc(Cl)cc1)Nc1ccc(Cl)cn1,1,100,14,0.9,-14,2,4,15,1.3,-7
CCOc1ccc(NC(=O)c2nn(C)cc2Br)cc1,-1,95,-6,-0.2,1,-7,5,5,-0.1,4
O=C(Nc1ccccc1N1CCOCC1)c1ccc([N+](=O)[O-])s1,-3,99,7,6.0,1,2,-2,16,-0.3,-3
Cc1nnn(-c2nonc2N)c1C(=O)N/N=C/c1ccccc1O,-3,100,7,0.3,2,-7,12,1,10*,2
COc1ccc(-c2cc(C#N)nc(N3CCN(C)CC3)n2)cc1,10,97,0,0.7,1,-5,3,-4,-2.5,0
CCCOc1cccc(-c2nnc(N)s2)c1,-1,95,6,0.0,3,1,1,x,0.8,0
CC1=C(C(=O)OC(C)C)C(c2cccs2)n2ncnc2N1 (stereo unspecified),2,92,8,0.1,2,3,1,-12,1.2,-2
CC1CCN(C(=O)COc2ccc(Nc3ccccc3)cc2)CC1,-1,97,0,-0.2,-7,-2,5,3,-1.2,2
O=C(O)CCCNS(=O)(=O)Cc1ccccc1,0,105,-5,0.1,-1,-5,3,4,-1.7,2
Cc1ccc(-c2n[nH]c(=S)n2C)cc1,-2,108,9,-0.2,2,2,4,7,-2.1,-2
O=C(CSc1c(Cl)cccc1Cl)NC1CCCc2ccccc21 (stereo unspecified),0,98,3,0.4,-5,17,-5,3,31*,-11
Cc1cccc(C)c1NC(=O)CNC(=O)c1ccncc1,2,104,5,-0.3,1,-9,-3,-9,0.9,3
O=C(O)c1nccnc1C(=O)Nc1ccccc1N1CCOCC1,1,103,18,0.0,11,-6,7,-7,1.1,0
O=C(CN1CCOCC1)Nc1ccc(NC(=O)c2ccccc2F)cc1,-1,95,15,0.0,1,6,-4,-6,0.7,-3
COc1ccc2nc(C)cc(SCC(=O)NNC(=O)COc3ccccc3)c2c1,-2,101,9,0.2,-1,2,0,4,0.4,0
O=C(NC1=NCCS1)c1cccc(Br)c1,-3,101,-4,-0.1,-2,-11,8,2,0.8,-2
C=CCSc1nc(N)c2c(C)c(C)sc2n1,1,94,-3,-0.1,-5,-4,-2,11,-2.4,1
O=C1/C(=C/c2cccnc2)SC(=S)N1c1ccc(O)cc1,0,100,-9,-0.2,-2,-3,-13,-4,0.0,0
O=C(c1cncc(Br)c1)N1CCN(c2ccc(N3CCOCC3)nn2)CC1,0,87,4,0.6,-1,-18,-11,3,0.5,5
COc1ccc(/C=C(\NC(=O)c2ccc([N+](=O)[O-])cc2)C(=O)NCCCn2ccnc2)cc1,2,96,6,-0.2,1,-2,2,-6,-3.1,-10
Cn1c(CCN2CCOCC2)nc2cc(NC(=O)COc3ccc(Cl)cc3)ccc21,-5,89,-4,0.1,1,-1,-5,3,-1.0,3
CC(=O)C1=CCC(c2ccccc2Cl)N(S(=O)(=O)c2ccc(C)cc2)C1 (stereo unspecified),10,89,x,0.2,18,-7,x,x,x,-2
CCCNC(=O)C1(C)CCN(Cc2ccc(-n3ccnc3)cc2)C1 (stereo unspecified),3,98,1,-0.2,2,-5,x,-2,3.2,2
O=C(CN1C(=O)NC2(CCCC2)C1=O)Nc1ccccc1N1CCCCC1,-1,100,4,0.4,1,4,-10,-5,-3.4,3
C=C1c2cccc(C(F)(F)F)c2O[C@H](C(=O)OCC)[C@H]1OC,1,107,-8,-0.1,-9,-8,4,0,0.3,-1
CCN(CC)C(=O)N1CCN(S(=O)(=O)c2ccc(C)cc2)CC1,0,98,3,0.2,0,-4,-1,-7,-2.0,3
N#CC1=C(N)N(c2ccccc2)C(c2ccco2)C1(C#N)C#N (stereo unspecified),1,97,-21,-0.1,0,-12,-2,x,-2.4,-1
Cn1nc(C(F)(F)F)c(C(=O)Nc2ccc(C(F)(F)F)cc2)c1Cl,-2,95,0,-0.1,5,-9,-2,0,0.7,1
CC1CC(C)CN(c2ccc(C(=O)NCc3ccc4c(c3)OCO4)cc2[N+](=O)[O-])C1 (stereo unspecified),-5,96,0,-0.3,-1,6,-5,-1,-1.4,0
CC(=O)c1ccc(N2CCN(S(=O)(=O)c3c(C(=O)N4CCCC4)c(C)n(C)c3C)CC2)cc1,2,98,-1,0.0,8,9,-2,-5,-1.6,-8
COC(=O)c1ccc(-c2nc3ccc(C)cc3o2)cc1,-1,93,2,-0.2,-1,-1,1,0,-0.1,2
CCOC(=O)c1cnc2cc(-c3ccc(Cl)cc3)nn2c1N,1,99,4,-0.2,-6,-4,-7,4,0.6,-1
Oc1[nH]c2ccccc2c1/C=N/c1nccs1,6,119,1,-0.3,-1,7,10,-7,-1.0,2
Cc1noc(C)c1C(=O)N1CCCC(C)(C(=O)NS(=O)(=O)C2CC2)C1 (stereo unspecified),2,96,-1,-0.3,2,-10,x,-4,-1.0,0
CC(Oc1ccc(Cl)cc1Cl)C(=O)Nc1ccc(OCC(=O)O)cc1 (stereo unspecified),4,94,-2,-0.4,0,0,1,5,-2.8,-2
CCc1nnc(NC(=O)OCc2ccccc2)s1,1,98,4,-0.2,-2,-6,8,2,0.3,-5
O=C(CSc1ccc([N+](=O)[O-])cc1)Nc1cccc(S(=O)(=O)Nc2ccccc2F)c1,-3,98,13,3.6,-9,1,6,-2,-2.3,0
CCc1ccc(OCC(=O)O/N=C(\N)c2ccccn2)cc1,-8,99,6,0.1,-3,9,x,0,-0.1,-6
Cn1nnnc1SCC1=C(C(=O)O)N2C(=O)[C@@H](NC(=O)[C@H](O)c3ccccc3)[C@H]2SC1,1,103,16,-0.3,-8,5,-2,-10,1.2,4
Oc1ccc(/C=N/N2CCCCC2)c(O)c1O,1,92,4,-0.1,-10,-11,-1,2,-0.8,-6

(cont.)
compound,N-glyco inh,ABCB6 inh 2,MC4R antagonist,aDG glyco act,ABHD5 PLIN5 PPI,NOD2-RIPK2 inh,TLR9-MyD88 inh,Vif inh,MC4R barr agon,Exocytosis inh
C=CCNC(=O)/C(C#N)=C/c1c(N2CC(C)OC(C)C2)nc2ccccn2c1=O (stereo unspecified),2,102,1,-0.1,2,-24,-20,4,-0.6,-6
Cc1nnc(NC(=O)c2ccc(S(=O)(=O)N3CC(C)OC(C)C3)cc2)o1 (stereo unspecified),1,97,17,-0.2,-5,-3,1,5,-2.6,-4
OC(c1cccc(Cl)c1)c1nc(-c2ccc(F)c(Cl)c2)cs1 (stereo unspecified),0,91,5,0.0,-2,-14,x,-3,-2.4,4
CCNC(=O)C1CCCN(C(=O)c2cnc3ccccc3n2)CC1 (stereo unspecified),0,98,3,0.2,0,-11,x,0,0.2,21
Cc1ccc(C(=O)N2CCCC2)cc1S(=O)(=O)N1CCCCC1,-2,104,10,0.0,-10,7,-4,1,-2.2,-15
C#CCOCCOCCOCCNc1nc(N2CCN(C(=O)CCCCCCCCCCNC(=O)[C@H](CCCCN)n3cc(CCCC(=O)O)nn3)CC2)nc(N2CCN(C(=O)CCCCCCCCCCNC(=O)[C@H](CCCN=C(N)N)n3cc(C[C@@H](C)CC)nn3)CC2)n1,1,97,4,-0.2,45*,10,-2,12,-1.3,18
O=C(CCc1ccccn1)N1CCCC(Nc2ccc(F)cc2)C1 (stereo unspecified),0,104,17,0.0,1,-10,-9,1,-1.8,0
O=C1CN(c2nc(-c3ccccc3)c3cc(Cl)ccc3n2)c2ccccc2N1,14,100,14,-0.4,4,-12,-7,-1,0.0,-2
CCOc1ccccc1C(=O)Nc1nnc(SCC(=O)N2CCCC2)s1,0,112,8,0.0,1,-5,4,-2,-1.0,4
CCN1CCN(C(=O)c2[nH]c3ccc(OC)cc3c2C)CC1,1,101,11,0.1,5,3,-14,3,-0.8,6
O=C1C2CCCN2C(c2ccc(Cl)cc2)N1c1nccs1 (stereo unspecified),1,88,3,-0.2,-8,4,-4,0,-0.6,2
OC1CCCN(Cc2c3ccccc3cc3ccccc23)C1 (stereo unspecified),u,103,-2,0.7,3,2,-3,0,0.2,-2
CCn1c(SC(C)C(=O)O)nc2sc3c(c2c1=O)CCC3 (stereo unspecified),2,103,-2,0.0,-10,-6,-10,2,-1.3,2
COc1cc2c(C(=O)O)c(C)n(CC(C)C)c2c2ccccc12,-4,98,1,1.1,-4,-13,-11,-2,0.3,-1
COC(=O)c1ccc(Cn2nnc3c(=O)[nH]c(C4CCCN(S(=O)(=O)c5ccccc5)C4)nc32)cc1 (stereo unspecified),0,104,0,0.5,-1,-1,-9,-5,-0.7,27
O=C(O)C1C2C=CC(C2)C1C(=O)NCc1ccccc1F (stereo unspecified),1,96,-3,-0.1,-9,6,-4,0,-0.5,-1
Cn1c(=O)c2c(SCc3c(F)cccc3Cl)nc(CC(C)(C)C)nc2n(C)c1=O,-7,82,12,-0.2,0,0,-2,2,1.3,15
CSc1ncccc1C(=O)OCC(=O)N(C)C1CCS(=O)(=O)C1 (stereo unspecified),2,100,2,0.0,-5,-8,4,1,-0.6,0

Screening results as filed in PubChem.
